TSHR antagonist – Antagonists of the Thyroid Stimulating Hormone Receptor: HTS campaign; TSHR-expressing cells, TSH-stimulated cAMP HTRF, 2 h; stronger effect = lower value; activity change, negative = inhibition, % at 11.5 µM; 330,000 tested, 0.2% active;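 active means activity change below a set negative limit, meaning inhibition stronger than a set level, cut at about -70% in these data; inconclusive means activity change between two set negative limits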; further: on the % scale 0 is the no-effect control and ±100 the full control effect
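TSHR-expressing cells, 200/well, pre-treated with compound, then stimulated with EC80 TSH (4nM final) for 2 hours at 37 deg C. cAMP measured by competitive HTRF: anti-cAMP cryptate antibody in lysis buffer plus cAMP-d2, read after 30 minutes at room temperature.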
Eya2 inh – qHTS Assay for Inhibitors of the Phosphatase Activity of Eya2; recombinant Eya2, OMFP fluorescence dephosphorylation (OMFP is methylfluorescein phosphate); 330,000 tested, 0.006% active; AID 488837, 2010; Potency, µM (highest dose often 76.9 µM), for the others: at the highest dose activity, negative = inhibition, actives largely listed as inhibitors; further: potency means the concentration at half of the fitted maximal effect; on the % scale 0 is the no-effect control and ±100 the full control effect
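Eya2 (0.2 uM) preincubated 10 min at ambient with compound, then OMFP substrate added at 50 uM; 10 min reaction in 50 mM HEPES pH 7.5, 50 mM NaCl, 5 uM MgCl2, 0.05% BSA, 1 mM DTT. Fluorescence read at Ex 485/Em 525 nm.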
BCR signal inh – qHTS Assay to Find Inhibitors of Chronic Active B-Cell Receptor Signaling; ABC-DLBCL IkBa-CBG/CBR reporter, luminescence ratio, 4 h; Potency, µM (titrated, usually from 46.1 µM), for the others: top-dose ratio change, negative = lower green/red ratio, hits mostly inhibitors; 340,000 tested, 0.05% active; AID 493014, 2011; active means well fitted inhibition curve with a large enough effect in the signal ratio, with a control signal flat, not every such curve was filed as active; inconclusive means small, poorly fitted or top-dose-only effect, or effect the other way, or a change in a side signal; the % refers to the signal ratio;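 further: potency means the concentration at half of the fitted maximal effect; plate controls were basal doxycycline-induced cells for no effect and cells given 10 µM MG132 for full effect; MG132 reads +100%, hits lower the ratio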
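Cell line TMD8 (human ABC DLBCL), stably expressing tet-inducible CBG68-IkBa fusion and CBR; IMDM/0.5% FBS; cpd up to 46 uM; dox induction, 4 h, 37C/5% CO2; dual luminescence; green/red ratio; MG132 control.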
Tb PFK block – qHTS Assay to Find Inhibitors of T. brucei phosphofructokinase | T. brucei PFK, ADP-Glo luminescence | Potency, µM (doses to about 57.5 µM), inactives show at the highest dose activity, negative = inhibition, usual class: inhibitors | 330,000 tested, 0.17% active;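 further: potency means the concentration at half of the fitted maximal effect; 0% = uninhibited 1x PFK enzyme wells and -100% = no-enzyme wells; nearly all actives have a fitted effect of over 60% in size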
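PFK 1.25 nM, F6P 0.5 mM, ATP 0.1 mM, 0.1 M TEA pH 8.0, 5 mM MgCl2, 0.01% Tween20, 0.1% BSA; 45 min RT. ADP-Glo readout. qHTS titration up to 57 uM; curves fitted, compounds curve-classed.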
PTAP TSG101 blk – qHTS Assay for Iinhibitors of HIV-1 Budding by Blocking the Interaction of PTAP/TSG101. Tumor susceptibility gene 101 protein (Homo sapiens), Q99816. Fluorescence polarization, FITC-PTAP peptide / Tsg101 binding. Potency, µM (doses to about 115 µM), for the others: top-dose activity change, negative = inhibition, usual class: inhibitors. 340,000 tested, under 10 active. AID 493005, 2010; active means well fitted inhibition curve with a large enough effect in the main read-out, with a control signal flat, not every such curve was filed as active; inconclusive means small, poorly fitted or top-dose-only effect, or effect the other way, or a change in a side signal; inactive means no such curve, though single readings can be large or run the other way; further: potency means the concentration at half of the fitted maximal effect; % of control where 0% means no effect
Target sequence (Q99816 whole entry, looked up): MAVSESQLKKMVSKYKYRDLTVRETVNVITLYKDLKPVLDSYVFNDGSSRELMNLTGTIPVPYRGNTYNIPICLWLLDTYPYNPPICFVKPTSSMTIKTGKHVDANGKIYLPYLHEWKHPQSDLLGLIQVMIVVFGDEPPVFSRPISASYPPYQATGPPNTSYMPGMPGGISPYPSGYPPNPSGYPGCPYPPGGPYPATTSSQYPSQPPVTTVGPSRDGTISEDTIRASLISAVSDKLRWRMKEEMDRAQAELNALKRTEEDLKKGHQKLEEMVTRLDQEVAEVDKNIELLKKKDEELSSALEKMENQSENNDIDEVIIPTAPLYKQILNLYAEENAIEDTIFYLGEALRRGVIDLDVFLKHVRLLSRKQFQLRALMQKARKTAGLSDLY
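FP read-out: FITC-PTAP peptide, 50 nM final, binding Tsg101 binding domain, 10 uM final; 20 min, r.t.; 10 mM HEPES pH 7.5, 0.15 M NaCl, 0.01% Tween 20, 3 mM EDTA, 0.1 mM TCEP.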
a7 integrin act – qHTS for Activators of Integrin-Mediated Alleviation for Muscular Dystrophy; AID 624291, 2012; 350,000 tested, 0.064% active; Potency, µM (top dose mostly 38.3 µM), for the others: top-dose activation, actives largely listed as activators; alpha7betagal myoblasts, beta-gal FDG fluorescence, 48 h;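 further: potency means the concentration at half of the fitted maximal effect; 100% = response of the positive control SU9516; nearly all actives have a fitted effect of over 60% in size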
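alpha7betagal+/- myoblasts (passage 13, 250/well) treated 48 h at 37C with compounds at 1:260 dilution of DMSO stock. Lysed, then beta-galactosidase activity read as FDG fluorescence (ex 480/em 540) after 30 min, with pre-read for autofluorescence.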
TCR act – Activators of T cell receptors: qHTS campaign. primary human leukocytes, anti-CD3, IL-2 HTRF, 48 h. Potency, µM (highest dose often 9.22 µM), inactives show at the highest dose activation of IL-2 secretion, actives largely listed as activators. 330,000 tested, under 10 active. AID 504894, 2011; further: % of control where 0% means no effect
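HTRF read-out of IL-2 secretion: europium cryptate donor excited at 320nm, d2 acceptor emission at 665nm. Cells were primary human leukocytes incubated 48 hr with compounds and a-CD3 beads, supplying TCR signal only.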
AT treatment – qHTS Assay for Identifying a Potential Treatment of Ataxia-Telangiectasia; […] A-T fibroblasts, KAP-1 phosphorylation AlphaLISA; neocarzinostatin DNA damage 30 min before lysis; Potency, µM (top dose mostly 57.5 µM), for the others: at the top dose activation, actives largely listed as activators; 320,000 tested, 0.19% active; AID 485349, 2010; further: potency means the concentration at half of the fitted maximal effect; % of control where 0% means no effect; nearly all actives have a fitted effect of over 45% in size
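hTERT-immortalized A-T patient fibroblasts ([…]), 500 cells/well in OPTI-MEM, 1% FBS, got compounds for 60 min, then NCS for 30 min at 37C. Lysates were then assayed for phospho-KAP-1 by AlphaLISA (anti-pKAP1 donor, anti-KAP1 acceptor beads), 6 hr at 25C.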
ASM inhibitor – Inhibitors of Secretory Acid Sphingomyelinase (S-ASM): qHTS. Sphingomyelin phosphodiesterase (Homo sapiens), P17405. placental ASM, HMU-PC fluorogenic substrate, 60 min. Potency, µM (series often up to 57.5 µM), for inactives: at the top dose activity change, negative = inhibition, actives largely listed as inhibitors. 340,000 tested, 0.006% active. AID 504937, 2011; further: potency means the concentration at half of the fitted maximal effect
Target sequence (P17405 47-631 limits assumed): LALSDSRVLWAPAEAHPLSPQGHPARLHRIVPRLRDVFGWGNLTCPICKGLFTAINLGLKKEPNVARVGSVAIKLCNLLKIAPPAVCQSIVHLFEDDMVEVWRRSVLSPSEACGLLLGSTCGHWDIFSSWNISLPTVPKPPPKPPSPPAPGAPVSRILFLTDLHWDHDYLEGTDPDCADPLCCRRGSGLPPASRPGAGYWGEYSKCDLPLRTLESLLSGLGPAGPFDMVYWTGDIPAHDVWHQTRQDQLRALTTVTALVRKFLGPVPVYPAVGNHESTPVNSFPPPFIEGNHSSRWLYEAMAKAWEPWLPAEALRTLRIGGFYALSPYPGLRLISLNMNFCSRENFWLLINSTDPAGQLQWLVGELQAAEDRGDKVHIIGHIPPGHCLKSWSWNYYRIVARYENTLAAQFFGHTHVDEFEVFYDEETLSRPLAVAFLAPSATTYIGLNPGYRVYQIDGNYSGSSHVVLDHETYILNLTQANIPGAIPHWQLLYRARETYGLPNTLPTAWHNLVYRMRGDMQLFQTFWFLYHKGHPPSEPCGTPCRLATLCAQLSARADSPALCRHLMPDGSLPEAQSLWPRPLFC
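Fluorogenic HMU-PC substrate (9 uM final) is turned over by placental ASM in 60 min at 37 C after a 10 min compound preincubation. Reaction ended by alkaline stop (pH 10), with fluorescence read at 386/447 nm.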
ELG1 DNA repair – qHTS screen for small molecules that inhibit ELG1-dependent DNA repair in human embryonic kidney (HEK293T) cells expressing luciferase-tagged ELG1. Potency, µM (highest dose often 46.1 µM), for the others: at the top dose activity change, negative = inhibition, actives largely listed as inhibitors. 330,000 tested, 2.3% active. HEK293T ELG1-luciferase reporter, luminescence, 16 h; DNA damage induced by 5-fluorouridine; further: potency means the concentration at half of the fitted maximal effect; on the % scale 0 is the no-effect control and ±100 the full control effect; nearly all actives have a fitted effect of over 55% in size
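HEK293T cells expressing luciferase-tagged ELG1 (2,000/well) received 5-Fluorouridine plus compound or DMSO for 16 hr at 37 °C. Luciferase was read by ONE-Glo luminescence after 30 min at room temperature.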
Mito fusion act – qHTS Assay for Small Molecule Inhibitors of Mitochondrial Division or Activators of Mitochondrial Fusion; S. cerevisiae fusion-defective mutant growth rescue, CellTiterGlo 48 h; Potency, µM (doses to about 46.1 µM), for the others: at the highest dose growth rescue (activation), usual class: activators; 320,000 tested, 0.23% active;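 further: potency means the concentration at half of the fitted maximal effect; % of control where 0% means no effect; nearly all actives have a fitted effect of over 45% in size; temperature-sensitive fusion mutants such as fzo1-1 at 37 °C on non-fermentable ethanol glycerol medium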
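Temperature-sensitive fusion-defective S. cerevisiae (e.g. fzo1-1, mgm1-5) were grown with compound in YPEG medium (3% ethanol, 3% glycerol) for 48 hours at 37C. Growth rescue was measured as viability by CellTiterGlo luminescence after 10 minutes at ambient.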
* marks the source's active call; other numbers are inactive results; [ ] = remark or other dose. Unless noted, the call rests on the fitted dose curve; in most records, active means well fitted curve in the direction sought with a large enough effect; inconclusive means small, poorly fitted or top-dose-only effect, or another doubt; inactive means no such curve, though single readings can be large; an effect the other way counts as inactive or inconclusive. This is a random part of the collection, and some 3.2% of all compounds hit somewhere here.

For CC(C)CNC(=O)C(=O)NCc1ccccn1 the results were TSHR antagonist 9, Eya2 inh -11%, BCR signal inh 3%, Tb PFK block -2%, PTAP TSG101 blk -4%, a7 integrin act -10%, TCR act -4%, AT treatment 6%, ASM inhibitor 3%, ELG1 DNA repair 2% and Mito fusion act -17%.
`Cc1ccc(/C=C/c2ccc(=O)n(Cc3ccc(F)cc3)n2)cc1` gave TSHR antagonist -12, Eya2 inh 1%, BCR signal inh 0%, Tb PFK block 0%, PTAP TSG101 blk -2%, a7 integrin act -31%, TCR act 3%, AT treatment 6%, ASM inhibitor 22%, ELG1 DNA repair 1% and Mito fusion act -1%.
`CC(=O)Nc1ccc(NC(=O)C(C)OC(=O)CCc2c[nH]c3ccccc23)cc1` (stereo not drawn) gave TSHR antagonist 2, Eya2 inh 6%, BCR signal inh 5%, Tb PFK block -10%, PTAP TSG101 blk -6%, a7 integrin act 14%, TCR act 1%, AT treatment 6%, ASM inhibitor -3%, ELG1 DNA repair inconclusive and Mito fusion act -6%.
For CN1CCN(c2nc3cc(C(F)(F)F)ccc3n3cccc23)CC1 the results were TSHR antagonist 6, Eya2 inh -2%, PTAP TSG101 blk 1%, TCR act 3%, ASM inhibitor -16% and Mito fusion act 18µM*.
For COc1ccc(CC(=O)NNC(=O)COc2ccc(C)cc2)cc1S(=O)(=O)N1CCOCC1 the results were Eya2 inh -23%, BCR signal inh 4%, Tb PFK block -7%, PTAP TSG101 blk 1%, a7 integrin act 6%, TCR act 6%, AT treatment 3%, ASM inhibitor 2%, ELG1 DNA repair -2% and Mito fusion act -2%.
Screening CN(C)S(=O)(=O)c1ccc(-c2csc(N/N=C/c3ccc(O)cc3)n2)cc1 returned TSHR antagonist -27, Eya2 inh -8%, BCR signal inh inconclusive, Tb PFK block -7%, PTAP TSG101 blk -4%, a7 integrin act -63%[inhibitor], TCR act -1%, AT treatment 4%, ASM inhibitor -22%, ELG1 DNA repair inconclusive and Mito fusion act 5%.
For Cc1cc(C)cc(OCC(=O)N/N=C/c2ccncc2)c1 the results were TSHR antagonist -8, Eya2 inh -16%, BCR signal inh -8%, Tb PFK block 11%, PTAP TSG101 blk -2%, a7 integrin act -3%, TCR act 5%[46.1 µM], AT treatment 4%, ASM inhibitor 2%, ELG1 DNA repair 4% and Mito fusion act 6%.
`Cc1ccc2c(CN3CCC(C)CC3)cc(=O)oc2c1C` gave TSHR antagonist 25, Eya2 inh 0%, BCR signal inh -1%, Tb PFK block 2%, PTAP TSG101 blk -2%, a7 integrin act -19%, TCR act 4%, AT treatment 8%, ASM inhibitor 0%, ELG1 DNA repair inconclusive and Mito fusion act -23%.
Cc1ccc(Nc2nc(NCCCN3CCOCC3)nc(N)c2[N+](=O)[O-])cc1C was read as TSHR antagonist -1, Eya2 inh -12%, BCR signal inh inconclusive, Tb PFK block -6%, PTAP TSG101 blk -5%, a7 integrin act -33%, TCR act -1%[46.1 µM], AT treatment -3%, ASM inhibitor -14%, ELG1 DNA repair inconclusive and Mito fusion act 13%.
`CCN(C(=O)CSc1nnc(-c2ccncc2)o1)c1ccccc1` gave TSHR antagonist 4, Eya2 inh -9%, BCR signal inh -1%, Tb PFK block 1%, PTAP TSG101 blk -5%, a7 integrin act 0%, TCR act 1%, AT treatment -2%, ASM inhibitor 3%, ELG1 DNA repair -2% and Mito fusion act 1%.
For COC(=O)c1ccccc1NC(=O)CNCCc1ccc(OC)c(OC)c1 the results were TSHR antagonist -41, Eya2 inh -16%, BCR signal inh -17%, Tb PFK block -1%, PTAP TSG101 blk -3%, a7 integrin act -1%, TCR act 7%, AT treatment 19%, ASM inhibitor 0%, ELG1 DNA repair 0% and Mito fusion act -8%.
Screening O=C(NNC(=O)c1ccccc1F)c1cccc(Cl)c1 returned TSHR antagonist 8, Eya2 inh 3%, BCR signal inh inconclusive, Tb PFK block -2%, PTAP TSG101 blk -4%, a7 integrin act -2%, TCR act -4%, AT treatment 8%, ASM inhibitor 5%, ELG1 DNA repair inconclusive and Mito fusion act 2%.
CCCOc1ccc(N2C(=O)CC(N(CCOC34CC5CC(CC(C5)C3)C4)C(C)=O)C2=O)cc1 (stereo not drawn) was read as TSHR antagonist 3, Eya2 inh -8%, BCR signal inh 1%, Tb PFK block -1%, PTAP TSG101 blk -1%, a7 integrin act -4%, TCR act -1%, AT treatment -2%, ASM inhibitor 1%, ELG1 DNA repair inconclusive and Mito fusion act inconclusive.
CCN(CC)CCCNC(=O)CNC(=O)c1nn(-c2ccc(OC)c(OC)c2)c(=O)c2ccccc12 was read as TSHR antagonist 16, Eya2 inh -16%, BCR signal inh 0%, Tb PFK block -25%, PTAP TSG101 blk -4%, a7 integrin act -1%, TCR act 4%, AT treatment -2%, ASM inhibitor 5%, ELG1 DNA repair 4% and Mito fusion act 3%.
Screening COc1ccccc1CN1C2CCCC1CC(NC(=O)/C=C/c1ccccc1)C2 (stereo not drawn) returned TSHR antagonist 17, Eya2 inh -5%, BCR signal inh 1%, Tb PFK block -4%, PTAP TSG101 blk 0%, a7 integrin act -54%[inhibitor], TCR act 3%, AT treatment 2%, ASM inhibitor 0%, ELG1 DNA repair 17% and Mito fusion act 3%.
`COc1cccc(NC(=O)c2cnc(SC)nc2)c1` gave TSHR antagonist 11, Eya2 inh -13%, BCR signal inh -3%, Tb PFK block -1%, PTAP TSG101 blk 1%, a7 integrin act -38%, TCR act -3%, AT treatment 7%, ASM inhibitor -2%, ELG1 DNA repair 9% and Mito fusion act -1%.
For COC1CCN(C(=O)C2CCC(=O)N(C3CCCCCC3)C2)CC1 (stereo not drawn) the results were TSHR antagonist 1, Eya2 inh 7%, BCR signal inh 1%, Tb PFK block 1%, PTAP TSG101 blk 0%, a7 integrin act 0%, TCR act 2%, AT treatment -4%, ASM inhibitor 2%, ELG1 DNA repair inconclusive and Mito fusion act 1%.
For CCn1c2ccccc2c2cc(NC(=O)COc3ccccc3OC)ccc21 the results were TSHR antagonist -7, Eya2 inh -8%, BCR signal inh -9%, Tb PFK block 7%, PTAP TSG101 blk 1%, a7 integrin act -10%, TCR act 7%[46.1 µM], AT treatment 1%, ASM inhibitor -3%, ELG1 DNA repair inconclusive and Mito fusion act inconclusive.
For CCC1CCCCN1C(=O)NC(=O)c1ccccc1 (stereo not drawn) the results were TSHR antagonist -2, Eya2 inh 14%, BCR signal inh -2%, Tb PFK block -1%, PTAP TSG101 blk 0%, a7 integrin act 7%, TCR act -35%, AT treatment 7%, ASM inhibitor -1%, ELG1 DNA repair 0% and Mito fusion act -1%.

Bioassay records (PubChem BioAssay)
